Compound activity (PubChem BioAssay)
BRCA1 expr act – BRCA1 expression activation; AID 624202; MCF7-BRCA1-FFLuc reporter, luminescence, 48 h; response scale: scaled: vehicle 0%, 10 µM genistein 100%; Potency, µM (series often up to 46.1 µM), for the others: at the top dose activation, actives largely listed as activators; 1.1% of 380,000 active; note: potency is the fitted concentration of half-maximal effect; nearly all actives have a fitted effect of over 80% in size; some results filed as inactive show a strong effect at the top dose
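Using MCF7 cells harboring a BRCA1 firefly luciferase reporter, plated 2 h before compound pinning, the screen measured luminescence after 48 h incubation. Responses were normalized to DMSO and 10 microM genistein, then fitted for concentration-effect.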
Rab9 prom act – activators of Rab9 promoter. AID 485297. Potency, µM (series often up to 9.22 µM), inactives show at the top dose activation, negative = inhibition, most hits filed as activators. Huh7 Rab9 promoter-luciferase reporter, luminescence, 24 h. 2.8% of 320,000 active; note: potency is the fitted concentration of half-maximal effect; % of control where 0% means no effect; nearly all actives have a fitted effect of over 60% in size
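Cell-based reporter: Huh7 stable for Rab9 promoter-driven luciferase, plated in reduced-serum medium with 10% FBS at 1500 cells/well, compound-treated 24 h at 37 °C, luminescence read after 10 min reagent.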
Menin-MLL TR inh – menin-MLL binding inhibition, Texas Red mutant peptide; O00255; Menin + Texas Red MLL mutant peptide, fluorescence polarization; Potency, µM (highest dose often 61.6 µM), for inactives: at the top dose FP activity change, negative = inhibition, actives largely listed as inhibitors; 0.23% of 270,000 active; active = well fitted inhibition curve with a large enough effect in the polarisation, with a control signal flat, not every such curve was filed as active; inconclusive = small, poorly fitted or top-dose-only effect, or effect the other way, or a change in a side signal; inactive = no such curve, though single readings can be large or run the other way; the % refers to the polarisation; note: potency is the fitted concentration of half-maximal effect; % of control where 0% means no effect; many of its hits are not listed in these tables
ELG1 genotoxic – inducers of genotoxicity in HEK293T ELG1-luciferase cells. AID 504466. HEK293T ELG1-luciferase reporter, luminescence, 16 h. 1.3% of 330,000 active. Potency, µM (series often up to 46 µM), for inactives: top-dose activity change, positive = activation, most hits filed as activators; note: potency is the fitted concentration of half-maximal effect; % of control where 0% means no effect; nearly all actives have a fitted effect of over 60% in size
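Step 1: seed 2,000 HEK293T ELG1-luciferase cells per well. Step 2: add compound or DMSO, incubate 16 hr at 37 °C. Step 3: ONE-Glo, 30 min at room temperature, read luminescence.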
Giardia kill – kills Giardia lamblia; Giardia lamblia trophozoite viability; activity change, % at 7.66 µM, hits read low; 0.15% of 340,000 active; in the data active = activity change below about -80%; inconclusive = between about -30% and that limit;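 note: parasites exposed to compound for two days anaerobically before the ATP read; % is set by controls: 0 for no effect and ±100 for the full control effect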
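Luminescent ATP signal served as the viability read-out, measured 15-30 min after adding ATP detection reagent to trophozoites that had been incubated with compounds for 48 hrs at 37 deg C anaerobically at 100 cells/well.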
VP16 counter – counter-screen for ROR gamma inhibitors: Gal4-VP16 reporter; Drosophila S2 Gal4-VP16 UAS-luciferase, luminescence, 20 h; Potency, µM (top dose mostly 53.6 µM), without a hit: top-dose activity, negative = inhibition, actives largely listed as inhibitors; 3.5% of 310,000 active; AID 2546;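 note: Gal4-VP16 expression switched on by copper sulfate through the metallothionein promoter; potency is the fitted concentration of half-maximal effect; % is set by controls: 0 for no effect and ±100 for the full control effect; nearly all actives have a fitted effect of over 50% in size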
p53 reactivation – restores transcriptional activity of mutant p53 | Potency, µM (top dose mostly 92.2 µM), without a hit: at the highest dose activity change, positive = activation, most hits filed as activators | H1299 p53-A138V BP100-luciferase reporter, luminescence, 24 h | 0.063% of 320,000 active; note: potency is the fitted concentration of half-maximal effect; % of control where 0% means no effect; nearly all actives have a fitted effect of over 45% in size
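H1299 (p53-null), stable ts p53-A138V + BP100-Luc; 1000 cells/well, Opti-MEM/10% FBS; cpd 4 pt, 1:5; 24 h, 37 deg C, 5% CO2; detection reagent 10 min RT; luminescence.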
RORgamma inh – ROR gamma (mouse) transcription inhibition; AID 2551; 5.4% of 310,000 active; P51450; Drosophila S2 Gal4-RORgamma UAS-luciferase reporter, 20 h; Potency, µM (series often up to 53.6 µM), for the others: top-dose activity change, negative = inhibition, most hits filed as inhibitors; note: potency is the fitted concentration of half-maximal effect; % is set by controls: 0 for no effect and ±100 for the full control effect; nearly all actives have a fitted effect of over 60% in size
Target sequence (P51450 whole entry, looked up, the tested form may be a part): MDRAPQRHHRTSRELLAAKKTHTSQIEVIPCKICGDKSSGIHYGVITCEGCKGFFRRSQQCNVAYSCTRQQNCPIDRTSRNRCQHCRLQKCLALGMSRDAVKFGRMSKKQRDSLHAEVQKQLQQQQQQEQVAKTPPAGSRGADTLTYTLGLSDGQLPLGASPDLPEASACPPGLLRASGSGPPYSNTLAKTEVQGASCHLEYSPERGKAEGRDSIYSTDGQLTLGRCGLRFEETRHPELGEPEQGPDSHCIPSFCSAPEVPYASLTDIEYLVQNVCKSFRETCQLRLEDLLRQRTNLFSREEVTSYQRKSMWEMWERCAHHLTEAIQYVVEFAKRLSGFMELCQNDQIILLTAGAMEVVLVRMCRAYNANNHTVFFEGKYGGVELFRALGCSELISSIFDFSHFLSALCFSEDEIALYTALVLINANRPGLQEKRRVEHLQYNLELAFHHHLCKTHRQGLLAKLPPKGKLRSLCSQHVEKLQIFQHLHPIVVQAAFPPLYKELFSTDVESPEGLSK
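Stably transfected Drosophila Schneider cells are the test system, with ROR gamma fused to Gal4 and luciferase under UAS control; luminescence is read after 20 hr of 700 uM copper sulfate induction at ambient temperature.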
NPC1 promoter act – activates the NPC1 promoter; Huh7 NPC1 promoter luciferase reporter, 24 h; Potency, µM (series often up to 9.22 µM), without a hit: top-dose activation, usual class: activators; 2.4% of 320,000 active; AID 485313;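 note: potency is the fitted concentration of half-maximal effect; % of control where 0% means no effect; nearly all actives have a fitted effect of over 60% in size; reporter is driven by a mutant NPC1 promoter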
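In 1536-well qHTS, Huh7 cells harboring an NPC1 promoter–luciferase construct received compound for 24 h; activation was quantified by luminescence following luciferase reagent addition.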
FLuc counter – counter-screen for miR-21 project: firefly luciferase inhibitors or activators. purified FLuc, Km substrates, luminescence inhibition. Potency, µM (doses to about 57.5 µM), inactives show at the highest dose activity change, negative = inhibition, usual class: inhibitors. 6.9% of 360,000 active;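 note: potency is the fitted concentration of half-maximal effect; plate controls were vehicle for no effect and reference inhibitor for full effect; nearly all actives have a fitted effect of over 55% in size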
Target sequence (P08659 whole entry, looked up): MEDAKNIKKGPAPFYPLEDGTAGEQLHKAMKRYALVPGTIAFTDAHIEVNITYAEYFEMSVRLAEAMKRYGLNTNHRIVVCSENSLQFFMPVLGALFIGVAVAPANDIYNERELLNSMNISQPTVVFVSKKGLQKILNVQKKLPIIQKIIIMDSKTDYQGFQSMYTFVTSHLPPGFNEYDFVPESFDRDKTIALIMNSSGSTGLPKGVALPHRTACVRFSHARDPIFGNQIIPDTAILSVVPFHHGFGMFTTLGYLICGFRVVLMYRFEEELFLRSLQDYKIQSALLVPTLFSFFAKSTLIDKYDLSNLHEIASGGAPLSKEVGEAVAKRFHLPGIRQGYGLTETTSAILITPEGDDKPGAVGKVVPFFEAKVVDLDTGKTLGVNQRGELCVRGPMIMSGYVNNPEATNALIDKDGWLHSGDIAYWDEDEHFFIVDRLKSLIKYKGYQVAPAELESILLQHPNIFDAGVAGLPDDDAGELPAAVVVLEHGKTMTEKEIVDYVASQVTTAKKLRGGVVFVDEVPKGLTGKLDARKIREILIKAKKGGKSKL
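Biochemical qHTS of compounds, final roughly 60 µM downward over six points, against 10 nM purified firefly luciferase using Km concentrations of substrates (10 uM D-luciferin, 10 uM ATP) in Tris acetate pH 7.5 buffer; luminescence output.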
PKM2 act – increases activity of human pyruvate kinase M2; purified PKM2, Kinase-Glo ATP luminescence, activation; response scale: 0% is enzyme alone, no compound; Potency, µM (doses to about 57.5 µM), for the others: at the highest dose activation, actives largely listed as activators; 0.34% of 260,000 active; AID 1631; note: potency is the fitted concentration of half-maximal effect; % is set by controls: 0 for no effect and ±100 for the full control effect; nearly all actives have a fitted effect of over 55% in size
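ATP formation by purified human PK-M2, quantified via coupled luciferase luminescence after 1 h at room temperature with 0.1 mM ADP and 0.5 mM PEP final.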
* hit, by the source's call; ? = inconclusive; . = not tested or not shown; & = joins results of further samples; [ ] = dose if it differs, or a comment. Unless noted, calls come from the whole dose curve; as a rule, active = well fitted curve in the direction sought with a large enough effect; inconclusive = small, poorly fitted or top-dose-only effect, or another doubt; inactive = no such curve, though single readings can be large; an effect the other way counts as inactive or inconclusive.

molecule	BRCA1 expr act	Rab9 prom act	Menin-MLL TR inh	ELG1 genotoxic	Giardia kill	VP16 counter	p53 reactivation	RORgamma inh	NPC1 promoter act	FLuc counter	PKM2 act
COCCn1nnnc1CN(Cc1ccco1)Cc1cc2cc3c(cc2[nH]c1=O)OCO3	-44%	0%	4%	5%	-8	-7%	20%	-3%	-3%	0%	6%
CC(=O)c1cccc(NC(=O)C2CCCN2S(=O)(=O)c2cccc3nsnc23)c1 (configuration not stated)	0%	-3%	2%[11.7 µM]	-4%	23	3%	0%	-10%	1%	9%	2%
Cc1ccc(-n2c(-c3ccccc3)c[n+]3c2CCc2ccccc2-3)c(C)c1	-73%	-44%[inhibitor]	-16%	-12%	2	7.1µM*	-6%	?	-46%[inhibitor]	-2%	0%
O=C(N/N=C/c1ccco1)C12CC3CC(CC(C3)C1)C2	-3%	1%	?	0%	14	9%	10%	?	3%	?	-19%
CCCCOc1cccc(C(=O)Nc2ccc(S(=O)(=O)Nc3cc(C)on3)cc2)c1	-4%	-1%	52%[activator]	4%	10	-2%	6%	8%	-7%	19µM*	.
CC1CN(S(=O)(=O)c2ccc(CN3C(=O)c4cccnc4C3=O)cc2)c2ccccc2O1 (configuration not stated)	-4%	0%	?	-3%	1	16%	29%	5%	-4%	1%	.
COC(=O)c1ccccc1N1C(=O)C2C(C1=O)[C@H]1C=C[C@@H]2C1 (some centres not stated)	-3%	1%	-3%	5%	-7	11%	-2%	-15%	0%	5%	0%
COC(=O)C1=C(C)NC(=O)NC1c1c(O)ccc2ccccc12 (configuration not stated)	-7%	-3%	0%	-1%	36[activator]	22%	.	13%[1.91 µM]	-1%	2%	0%
COc1ccc(C)cc1NC(=O)CNC(C)C(=O)Nc1ccc(C(C)=O)cc1 (configuration not stated)	-29%	-4%	0%	0%	47[activator]	-11%	8%	30%	1%	-10%	.
CCOc1ccc(N2CC(C(=O)NCc3nnnn3-c3ccc(C)c(C)c3)CC2=O)cc1 (configuration not stated)	1%	-2%	3%	-1%	18	3%	-8%	0%	-4%	1%&0%	.
COc1ccccc1CC(=O)N1CCN(S(=O)(=O)c2cccs2)CC1	-12%	-6%	.	0%	-11	1%	-12%	-11%	0%	-1%	27%
Clc1ccc(OCCn2cnc3ccccc32)c(Cl)c1	?	?	10%	?	-9	-3%	18%	80%	?	27µM*	?
COc1cc(C(=O)NCc2ccc(-c3nc4ccccc4s3)cc2)cc(OC)c1OC	32%	?	19%	?	5	-30%	?	-3%	23%	0.6µM*	-6%
O=C(Nc1ccc(N2CCN(C(=O)c3ccccc3)CC2)cc1)c1ccc2c(c1)OCCO2	-12%	-1%	.	-18%	-5	-2%	-29%	34%	-7%	?	-2%
CCN(C(=O)CSc1cc(C)c2cccc(C)c2n1)C1CCS(=O)(=O)C1 (configuration not stated)	-16%	-3%	-3%	0%	6	-7%	-2%	-4%	-2%	0%	?
COCCn1c(=O)[nH]c2cc(C(=O)N3CCN(c4cc(C)ccc4C)CC3)ccc2c1=O	-31%	0%	-29%	-8%	13	-2%	-4%	29%	-10%	2%	.
O=C(Nc1cccc2ccccc12)NC1CCCc2ccccc21 (configuration not stated)	-12%	-1%	.	-3%	18	-2%	-9%	8%	1%	5%	7%
CCc1ccc(C(=O)C(C)OC(=O)c2cccc(S(=O)(=O)N3CCOCC3)c2)cc1 (configuration not stated)	0%	0%	.	-6%	-24	.	0%	.	1%	-14%	.
O=C(CN1CCN(c2ccc(F)cc2)CC1)Nc1ccccc1	0%	-11%	2%	-5%	-10	-3%	-5%	-3%	0%	-2%	-2%
CCc1n[nH]c(=S)n1/N=C/c1ccc(N(CC)CC)cc1	-12%	1%	-6%	-7%	8	6.3µM*	0%	2.8µM*	6%	?	-5%
O=C(/C=C/Nc1ccc(Br)cn1)c1cccc(OC(F)F)c1	43%	2.2µM*	.	?	-8	.	?	.	2.8µM*	2.7µM*	.
COc1cc(OC)cc(C(=O)Nn2cc(C(=O)Nc3c(F)cccc3F)c3ccccc3c2=O)c1	-32%	-1%	10%	-7%	-3	-8%	-14%	14%	-2%	0%	5%
COc1ccc(-c2noc(N3CCCC(C(=O)Nc4ccc(F)cc4F)C3)n2)cc1 (configuration not stated)	28%	?	18%	7%	-9	6%	.	12%	22%	?	-2%
COc1ccc(C(=O)N2C(=S)NC(=O)/C2=C\c2ccc(C)cc2)cc1	23%	-3%	?	0%	-11	?	27%	?	3%	?	-7%
COc1cccc(N2CCN(C(=O)c3nc4nc(C)cc(C)n4n3)CC2)c1	-1%	-1%	-15%	0%	-9	4%	2%	1%	-3%	-3%	-1%
CC(=O)N1CCc2cc(Br)cc(S(=O)(=O)CCC(=O)Nc3c(C)n(C)n(-c4ccccc4)c3=O)c21	4%	1%	4%	?	6	5%	1%	20%	-7%	-1%	-1%
O=C(Nc1ccc2nc(-c3ccc(Br)o3)[nH]c2c1)c1ccco1	6.3µM*	?	9%	-1%	-4	1%	3%	25%	?	5.4µM*	-7%
CCC(C)Nc1nc(Cl)nc(N(C#N)CN2C(=O)c3ccccc3S2(=O)=O)n1 (configuration not stated)	-9%	-1%	-1%	2%	-14	0%	-1%	-29%	-8%	-19%	-35%
Cc1ccccc1NC(=O)/C(C#N)=C/c1ccc[nH]1	-1%	?	-18%	?	-5	?	16%	4%	?	-13%	-3%
CC(=O)Nc1cccc(C(=O)N/N=C/c2cccc(C)n2)c1	-31%	0%	?	4%	26	-3%	-1%	-4%	0%	?	.
CCC(OC(=O)c1ccco1)C(=O)NCc1ccc2c(c1)OCO2 (configuration not stated)	1%	-2%	1%	-2%	-2	3%	-4%	-9%	0%	-2%	-3%
COc1cccc(NC(=O)N2CCC(C(=O)Nc3ccc(C)cc3C)CC2)c1	3%	3%	-2%	-1%	?	2%	-3%	-15%[10 µM]	0%	0%	-3%
COc1ccc2nc(Cl)c(C3CC(c4ccco4)=NN3C(=O)CCCC(=O)O)cc2c1 (configuration not stated)	0%	-2%	.	3%	-12	2%	5%	-2%	-2%	-2%	22µM*
Cc1ccc(NC=C(S(=O)(=O)c2ccccc2)S(=O)(=O)c2ccccc2)c(C)c1	-26%	0%	-22%	-1%	-14	13%	8%	1%	-2%	3%	-1%
COc1ccc(NS(=O)(=O)c2c(C)[nH]c(=O)[nH]c2=O)c(OC)c1	3%	-6%	14%	3%	-4	-10%	7%	13%	0%	4%	-3%
Cc1cc(C)c(S(=O)(=O)N/N=C/c2ccc([N+](=O)[O-])o2)c(C)c1	-4%	3%	15%	2%	?	20µM*	9%	?	1%	-5%	1%
Cc1ccc(S(=O)(=O)n2c(C)nc3ccccc32)cc1	9%	3%	-6%	2%	0	-13%	1%	11%[1.91 µM]	-6%	2%	-22%
CC(=O)Nc1ccc(S(=O)(=O)Nc2nc3ccccc3nc2Nc2ccc(S(N)(=O)=O)cc2)cc1	1%	-1%	34%[activator]	1%	2	-10%	5%	121%	0%	?	-4%
O=c1[nH]c(C(F)(F)F)nc2ccc3ccccc3c12	1%	12%	1%	-13%	13	2%	?	11%	-2%	-15%	-16%
N#Cc1c(N)nc(SCC(=O)NC2CCCCC2)c(C#N)c1-c1ccc(Cl)cc1	3%	-4%	?	0%	-4	7%	20%	14%	0%	2%	3%
COc1ccc(-c2nn(-c3ccccc3)cc2C(=O)N(C)C)cc1	6%	2%	-15%	2%	2	-2%	0%	2%	1%	-3%	.
COc1ccccc1C1=NOC(C(=O)N2CCN(C(=O)c3ccco3)CC2)C1 (configuration not stated)	19%	-1%	-8%	2%	10	-14%	3%	3%	1%	2%	1%[0.46 µM]
Cc1cc(C)c(NS(=O)(=O)c2ccc(Cl)c(C(=O)O)c2)c(C)c1	7%	-6%	4%	3%	9	0%	2%	0%	-1%	1%	2%
Cn1c2ccccc2c2nnc(SCc3ccc4nonc4c3)nc21	-46%	-2%	26%	1%	3	-3%	-3%	-1%	-1%	-1%	2%
CCc1ccc(OCC(=O)NCCOc2ccccc2)cc1	8%	15%	-3%	?	22	23%	12%	34%	1%	?	-5%
COc1ccc(C(=O)NCC(=O)N2CCCCC2)cc1OC	-6%	0%	8%	10%	3	-12%	-3%	-9%	-4%	-1%	3%
O=C(NCCN1C(=O)CCC1=O)c1ccncc1	12%	9%	1%	0%	8	-2%	-1%	5.6µM*	-2%	4%	-1%

The list is partial; the hit share may differ from the screen's.
